# Source: PubChem BioAssay (several laboratories)
# Tb hexokinase: blocks Trypanosoma brucei hexokinase 1 activity; 220,000 compounds, 0.11% hits; AID 1430; recombinant TbHK1, G6PDH-coupled NADH A340; inhibition, % at 10 µM;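 active means inhibition of 50% or more in the single-dose primary screen; inactive means inhibition below 50%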
# Rad51 HR inh: Rad51 (human) homologous recombination inhibition | inhibition, % at 10 µM | hRad51 DNA strand exchange, fluorescence dequenching | AID 1385 | Q06609 | 200,000 compounds, 0.085% hits;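 active means inhibition above 40% at the single screening dose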;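 further: 0% = DMSO control wells and 100% = blanks with heterologous ssDNA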
#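 Test system: preformed human Rad51 ssDNA filaments; also added: Donor/quencher-labelled 47-bp dsDNA substrate; doses: 10 µM final, single point; times: 37 °C 15-min filament assembly, 30-min compound preincubation, 15-min exchange; detection: FRET fluorescence dequenching, excitation 485 nm, emission 520 nm; read-out basis: Fluorescence-based percent inhibition, control- and blank-normalised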
# zVAD death inh: L929 zVAD cell death inhibition. L929 zVAD necroptosis rescue, ATP luminescence, 24 h; with zVAD 60 µM. viability rescue, % at 10 µM. 220,000 compounds, 0.38% hits. AID 1377;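 active means activation, scaled between plate controls, above about 75%, limit read from the data; inactive means activation under that limit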;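 further: 0% = zVAD with DMSO and 100% = DMSO alone without zVAD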
# 14-3-3 Bad PPI: disrupts binding of bovine 14-3-3 zeta to phospho-Bad peptide; AID 781; TR-FRET 14-3-3zeta/Dy647-pBad peptide displacement, 1 h; 220,000 compounds, 0.71% hits; inhibition, % at 21.7 µM;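 active means inhibition above about 70%, limit read from the data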;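 further: 0% = full 14-3-3 plus peptide FRET controls and 100% = background without 14-3-3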
# Target sequence (P63103 whole entry, looked up): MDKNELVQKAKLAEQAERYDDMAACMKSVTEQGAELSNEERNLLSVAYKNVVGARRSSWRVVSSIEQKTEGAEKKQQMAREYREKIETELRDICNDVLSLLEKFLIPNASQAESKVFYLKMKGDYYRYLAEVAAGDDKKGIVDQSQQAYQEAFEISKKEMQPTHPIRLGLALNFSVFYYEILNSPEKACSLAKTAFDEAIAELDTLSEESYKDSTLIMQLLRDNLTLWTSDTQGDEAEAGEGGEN
# Hck Nef HTS: human Hck-Nef kinase inhibition; Recombinant Hck-YEEI plus Nef, Z-Lyte FRET kinase assay; 220,000 compounds, 0.68% hits; inhibition, % at 20 µM; P08631;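 active means Hck-Nef kinase inhibition above about 50%, limit read from the data; inactive means inhibition below that limit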;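 further: 0% = DMSO with Hck plus Nef and 100% = Hck alone without Nef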
# Target sequence (P08631 whole entry, looked up): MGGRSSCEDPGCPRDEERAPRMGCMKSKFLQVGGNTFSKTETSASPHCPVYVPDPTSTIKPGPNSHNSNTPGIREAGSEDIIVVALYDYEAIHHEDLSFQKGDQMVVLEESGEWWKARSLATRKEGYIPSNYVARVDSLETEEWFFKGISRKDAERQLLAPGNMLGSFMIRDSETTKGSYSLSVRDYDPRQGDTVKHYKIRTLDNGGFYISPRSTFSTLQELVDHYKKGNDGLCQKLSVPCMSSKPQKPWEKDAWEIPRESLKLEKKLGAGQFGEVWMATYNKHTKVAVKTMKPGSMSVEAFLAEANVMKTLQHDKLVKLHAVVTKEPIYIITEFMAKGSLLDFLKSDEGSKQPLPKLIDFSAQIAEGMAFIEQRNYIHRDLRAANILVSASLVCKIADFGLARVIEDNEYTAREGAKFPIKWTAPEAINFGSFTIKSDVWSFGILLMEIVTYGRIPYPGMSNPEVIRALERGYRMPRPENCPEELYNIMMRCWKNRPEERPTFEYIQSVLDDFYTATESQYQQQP
# eIF4E 4G PPI: eIF4E/eIF4G interaction inhibition in translation initiation | P63073+Q04637 | TR-FRET eIF4E-eIF4GI(517-606) binding, 2 h | inhibition, % at 21.7 µM | 220,000 compounds, 0.37% hits | AID 782;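 active means inhibition above about 30%, limit read from the data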;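 further: 0% = full FRET control wells and 100% = background wells lacking eIF4GI fragment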
# EP2 antag: blocks the human prostaglandin E2 receptor EP2. inhibition, % at 25 µM. AID 1422. 260,000 compounds, 0.52% hits. C6 glioma cells expressing human EP2, cAMP TR-FRET; cells stimulated with saturating PGE2;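 active means percent inhibition above 40 after rounding to a whole number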;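 further: rat C6 glioma host cells with rolipram phosphodiesterase inhibitor present; the protocol text gives 20 µM as final concentration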
# EP2 mod: modulates human prostaglandin E2 receptor EP2 signaling. induction, % at 25 µM. EP2-expressing cells, cAMP HTRF FRET, PGE2 co-stimulation. P43116. 260,000 compounds, 0.83% hits;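 active means compounds whose cAMP rise, as percent of the full-agonist control response, exceeds 60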;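 further: rat C6 glioma line stably carrying human EP2 under a CMV promoter; the protocol text gives 20 µM as final concentration; 100% = response of wells given 1 µM PGE2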
# m-calpain inh: blocks pig calpain II enzyme activity. purified calpain II, fluorogenic peptide substrate, 30 min. inhibition, % at 16 µM. 220,000 compounds, 0.37% hits;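 active means inhibition above about 50%, limit read from the data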
# Active calls of the source: *; x = not tested or not shown; & = joins results of further samples; [ ] = another dose, or the depositor's remark. Not all compounds are listed; the hit share may differ from the screen's.
SMILES,Tb hexokinase,Rad51 HR inh,zVAD death inh,14-3-3 Bad PPI,Hck Nef HTS,eIF4E 4G PPI,EP2 antag,EP2 mod,m-calpain inh
CCOC(=O)C(C)Oc1cccc2c(=O)n(CC(=O)Nc3ccc4c(c3)OCCO4)ccc12 (stereo not given),-13,0,1.4,11,0,2,10,11,27
CCOC(=O)CC1(c2ccccc2)CCOC(C)(C)C1 (stereo not given),4,1,0.8,0[fluorescence artefact?],-4,2,7,14,-10
O=C(CSCc1ccccc1Cl)N1CCN(c2ccccn2)CC1,-4,6,-0.6,11[fluorescence artefact?],5,-3[fluorescence artefact?],13,-11,-30
CCOC(=O)Cn1nc(C)n(-c2ccc(F)cc2)c1=O,4,4,1.8,-6,2,-7,6,23,-5
CCN(CC)c1ccc(NC(=O)c2ccc(Cl)nc2)cc1,-8,-4,0.2,11,1,1[fluorescence artefact?],19,-19,-1
Cc1cc2nc(C3CCN(CC4COc5ccccc5O4)CC3)[nH]c2cc1C (stereo not given),5,-3,0.4,-2[fluorescence artefact?],0,-6[fluorescence artefact?],12&9,-44&-122,-2
COc1ccc(C2c3[nH]c4ccccc4c3CCN2CCCn2cccn2)c(F)c1 (stereo not given),-6,3,1.3,5,15,0,12,22,-23
Cc1noc(-c2ccccc2)c1NC(=O)Nc1ccccc1,-4,-2,1.0,-1,6,7,13,-12,9
Cc1cccc(C(=O)NCC(c2ccc(F)cc2)N2CCOCC2)c1 (stereo not given),0,12,-0.2,-5,19,2,7,26,7
O=C(CN1C(=O)c2ccccc2C1=O)Nc1ccccc1C(=O)NC1CCCCCC1,9,-1,-0.1,3,4,2[fluorescence artefact?],8,35,1
Cc1ccc(OCC(=O)N2CCOCC2)cc1C,0,5,0.2,1[fluorescence artefact?],5,22,5,35,-15
CN(c1cnn(-c2ccccc2)c(=O)c1Cl)n1cccc1,-9,-34,-0.6,-1,-4,3,5,0,40
Cc1nn(Cc2ccc(F)cc2)c(C)c1NC(=O)c1cnn2cccnc12,-6,2,-0.2,0,1,-5,6,-4,-16
O=C(CSC(=S)N1CCCCC1)Nc1ncc2c(n1)CC(c1ccco1)CC2=O (stereo not given),-7,7,-0.1,-2,17,-1,11,-11,14
O=C(CCc1c[nH]c2ccccc12)N=Nc1c(O)[nH]c2ccccc12,-8,6,1.2,-2,22,0,8,-36,16
CCOC(=O)CSc1nnc(-c2ccccc2OC)o1,-13,2,0.0,11,1,2,10,10,-10
CCN(CC)S(=O)(=O)c1ccc(C)c(NC(=O)CN2CCN(Cc3ccccc3)CC2)c1,-3,-9,1.0,13,0,1,2,12,0
Cc1nc2[nH]onc2c2nccc(=O)c12,-5,-5,-0.5,10,2,6[fluorescence artefact?],10,29,-32
O=C(NCc1ccccc1Cl)C1CCCN(c2nc3ccsc3c(=O)s2)C1 (stereo not given),8,-2,2.3,3,1,8,3,-20,53*
CC(=NC1CCCC1)c1c(C)[nH]n(-c2nc3ccccc3s2)c1=O,-7,-24,0.5,7,0,-1[fluorescence artefact?],14,-14,-14
Cc1ccnc(SCc2cn3c(C)cc(C)nc3n2)n1,2,-2,1.7,-14,2,0,7,41,-363
Cc1cccc(S(=O)(=O)NCCC(=O)OCC(=O)Nc2ccc(C#N)cc2)c1,27,6,-0.5,-5,-2,18[fluorescence artefact?],7,3,-9
COCCCNC(=O)C1CC(=O)N(CCc2ccccc2)C1 (stereo not given),-2,-8,0.0,-2,8,6,4,11,-14
Cn1c(N)c(C(=O)COC(=O)c2cc(C3CC3)nc3ccccc23)c(=O)n(C)c1=O,-4,-40,1.3,4,-1,3,10,42,-41
COc1ccc(OC(C)C(=O)Nc2cccc(OC)c2)cc1 (stereo not given),2,8,-0.1,-11[fluorescence artefact?],1,-4[fluorescence artefact?],7,-22,-13
COC(=O)c1cc(NC(=O)c2ccc(C)cc2)c(=O)oc1C,-9,-12,1.6,-9,-3,-4,7,10,-15
Cc1ccc2nsnc2c1S(=O)(=O)NCc1ccc2c(c1)OCO2,-5,5,0.3,-6,6,-1,5,36,29
CC(C)n1c(N2CCN(C(=O)NCc3ccccc3)CC2)nc2ccccc21,5,-9,0.1,1,2,2,8&10,-21&-28,15
CCOC(=O)N1CCN(C(=O)c2ccccc2-c2ccccc2)CC1,2,1,-0.5,5,-2,4,15,8,-7
O=C(N/N=C1/CCc2ccccc21)C1CC1,0,-1,0.3,1,11,-2,5,-17,-15
Cc1ccc(-c2nc3ccsc3c(=O)o2)cc1,-5,8,0.8,-4,-4,0,14,11,-44
CCCCC(C)n1[nH]c(=O)c2c(C)cc(C)nc21 (stereo not given),-14,-4,0.4,7,16,2,10,33,-24
O=C(CCCCl)OCc1cn(-c2ccc(Cl)cc2)nn1,1,16,0.8,-9,21,-2,8,-13,2
Cc1c(C(=O)N2CCc3ccccc32)oc2ccccc12,25,2,0.2,9,3,-6,4,60,0
CC(=O)c1ccc(N2CCC(C)CC2)c(F)c1,-4,1,1.0,-3,23,0,4,11,5
Cc1nc2ccc(C(=O)c3ccccc3)cc2[nH]1,-4,4,0.0,6,1,1,6,-15,11
O=C(CC1NCCNC1=O)Nc1ccc2c(c1)OCCO2 (stereo not given),-7,2,0.8,0[fluorescence artefact?],1,-3[fluorescence artefact?],7,-6,-9
Cn1[nH]c(C(F)(F)F)cc1=O,5,-9,0.3,-3,19,-2,3,10,11
N#Cc1ccc(-c2ccc(OCC(=O)NCC(=O)Nc3ccc(F)c(F)c3F)cc2)cc1,15,-3,0.4,48[fluorescence artefact?],6,11,9,-14,-4
Cc1cc(=O)oc2cc(OCC(=O)OCC(=O)NCCc3ccccc3)ccc12,-14,-1,1.8,-3,26,-1,8,3,-81
CCn1c(SCC(=O)N2CCN(c3ccccc3)CC2)nnc1-c1c[nH]c2ccccc12,-9,-5,0.0,5,0,-3[fluorescence artefact?],10,-12,-7
COc1cc(OC)c(C(=O)N2CCCC2)cc1OC,-4,x,0.9,-1,2,3,5,-5,-5
C=CCN=C(NC#N)SCc1ccccc1,3,9,-0.1,0,0,-15,4,-2,6
CCN1C(=O)CC(c2ccco2)Sc2ccccc21 (stereo not given),-2,2,-0.4,-2,-1,8[fluorescence artefact?],7,24,-2
Cc1nc(SCC(=O)O)c(C#N)c(C)c1CC(=O)c1ccccc1,-1,-1,2.8,-3,12,-4,7,24,-13
COc1ccc(NC(=O)Nc2ccccn2)cc1OC,-10,x,76*,-3,21,-1,7,-39,0
CC(C)Oc1ccc(C2C(C(=O)c3ccco3)=C(O)C(=O)N2Cc2cccnc2)cc1 (stereo not given),-13,2,3.4,3,-3,-1[fluorescence artefact?],12,42,-82
CNC(=O)c1ccc(-c2ccccc2)s1,-9,6,-0.2,5,0,-1,6,-25,-33
Cn1c(SCC(=O)N2CCc3ccccc32)nc2cccnc21,10,1,0.5,1,-1,-6,11,10,5
CCCOc1cc(C)c(Cl)cc1S(=O)(=O)N(CC)CC,9,3,1.0,1[fluorescence artefact?],5,-6,12,34,-6
CSc1ccccc1NC(=O)c1ccccc1N(C)S(C)(=O)=O,-1,-2,0.0,-1,1,7,4,4,7
Cc1ccc(OCC(=O)N2CC3(C)CC2CC(C)(C)C3)cc1 (stereo not given),2,-1,0.0,0[fluorescence artefact?],-8,1,8&8,20&6,5
COc1ccc(N2CCN(C3CC(=O)N(Cc4ccc(N5CCCC5=O)cc4)C3=O)CC2)cc1 (stereo not given),-5,-5,0.4,10,1,1,9,27,-13
COc1ccc(Nc2oc(-c3ccccc3F)nc2C#N)cc1,-25,15,0.9,2,3,-5,13,-39,-17
O/N=C/c1ccccc1Oc1ccccc1,-2,-3,0.0,2,2,-1,15,56,27
Cc1[nH]c2ccccc2c1C(=O)/C=C\c1ccccc1Cl,-6,-1,37,-10,0,8,13,-1,0
COCc1nnc(NC(=O)CS(=O)(=O)Cc2ccccc2)s1,6,5,-0.1,-8,12,6,26,8,9
Cc1nnsc1-c1nnc(SCC(=O)c2ccccc2)n1C1CC1,-7,22,-0.2,1,-4,-4,7,-15,26
Cc1cccc(-n2nc([N+](=O)[O-])c(N3CCN(C(=O)c4ccco4)CC3)[n+]2[O-])c1,5,-7,-0.3,2,16,-4,3,1,9
O=C(NC1CCCC1)C(c1ccsc1)N(C(=O)Cc1cccs1)c1cccc(F)c1 (stereo not given),-4,-9,-0.2,-7,2,-14,11,7,-2
# Later entries
SMILES,Tb hexokinase,Rad51 HR inh,zVAD death inh,14-3-3 Bad PPI,Hck Nef HTS,eIF4E 4G PPI,EP2 antag,EP2 mod,m-calpain inh
Fc1ccc(-c2csc3ncnc(Nc4ccc(N5CCOCC5)cc4)c23)cc1,-11,-7,1.0,5,2,3,10,3,-5
CC(=O)Oc1ccc(C2OC(=O)c3ccccc3N2C(C)=O)cc1 (stereo not given),-12,3,-0.7,2,0,0,4,-48,26
CC(=O)/C(=N/Nc1ccccc1)Sc1nnc(C(O)c2ccccc2)n1-c1ccccc1 (stereo not given),-10,-5,0.3,12[fluorescence artefact?],1,-3,7,-9,18
CC1CC(C)CN(C(=O)CCc2ccccc2)C1 (stereo not given),4,-9,5.7,-18,6,-1,3,16,-21
C=CCNC(=S)NNC(=O)c1cc(C)nc2ccccc12,-2,30,0.6,-1,-2,-5,17,22,17
CCCCCc1cc(=O)oc2c(C(CCN(CC)CC)c3ccc(OC)cc3)c(OC)cc(OC)c12 (stereo not given),3,9,-2.1,-2,11,2,4,-15,-22
Cc1cc(=O)n2c3ccccc3n(CC(O)CN3CCCCC3)c2c1C#N (stereo not given),-27,-4,0.7,-2[fluorescence artefact?],1,-2,8,10,2
CCOC(=O)c1[nH]c2ccc(C)cc2c1NC(=O)CN1CCCCC1,-4,11,0.2,x,-1,x,11&12,-41,x
COc1cccc(OC)c1OCC(C)CNCC1CCCO1 (stereo not given),1,-5,-0.5,45[fluorescence artefact?],-1,6[fluorescence artefact?],-2,24,-14
COc1cc(SC)ccc1C(=O)Nc1ncc(Cl)cc1Cl,-1,-16,1.6,19,8,7,6,-19,33
CCCCn1c(SCC(=O)NCc2ccco2)nc2c(sc3ccccc32)c1=O,3,-4,-1.2,13,20,1,3,2,-85
Cc1ccc(Sc2ccc(/C=C3/C(=O)NN(c4ccccc4)C3=O)o2)cc1,-7,-1,3.1,5,33,-8,10,-21,-33
O=C(NCCc1ccc(Cl)cc1)c1cc2ccccn2n1,-2,-9,0.7,-2,9,0,5,-28,4

# Among those listed so far, these have a cyano group.
SMILES,Tb hexokinase,Rad51 HR inh,zVAD death inh,14-3-3 Bad PPI,Hck Nef HTS,eIF4E 4G PPI,EP2 antag,EP2 mod,m-calpain inh
Cc1cccc(S(=O)(=O)NCCC(=O)OCC(=O)Nc2ccc(C#N)cc2)c1,27,6,-0.5,-5,-2,18[fluorescence artefact?],7,3,-9
N#Cc1ccc(-c2ccc(OCC(=O)NCC(=O)Nc3ccc(F)c(F)c3F)cc2)cc1,15,-3,0.4,48[fluorescence artefact?],6,11,9,-14,-4
C=CCN=C(NC#N)SCc1ccccc1,3,9,-0.1,0,0,-15,4,-2,6
Cc1nc(SCC(=O)O)c(C#N)c(C)c1CC(=O)c1ccccc1,-1,-1,2.8,-3,12,-4,7,24,-13
COc1ccc(Nc2oc(-c3ccccc3F)nc2C#N)cc1,-25,15,0.9,2,3,-5,13,-39,-17
Cc1cc(=O)n2c3ccccc3n(CC(O)CN3CCCCC3)c2c1C#N (stereo not given),-27,-4,0.7,-2[fluorescence artefact?],1,-2,8,10,2
